Compound activity deposited in PubChem by several laboratories.
GPR55 beta-arrestin: selective activators of receptor GPR55 – imaging, U2OS cells, beta-arrestin-GFP redistribution, primary screen (AID 1961) | U2OS GPR55 beta-arrestin-GFP redistribution imaging; higher % means a stronger effect | one-dose activation, % at 10 µM; EC50 in µM for titrated hits | 290,000 compounds, 0.048% hits;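 active means activation above 40% with more than 50 cells counted in the well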;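 further: U2OS osteosarcoma cells stably expressing GPR55 and beta-arrestin-GFP; plate controls were DMSO negative control for no effect and LPI positive control for full effect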
KOR beta-arrestin-1: kappa opioid receptor activators – cell-based, luminescence, uHTS, primary screen (AID 1777); KOR beta-arrestin recruitment, luminescence; higher % means a stronger effect; activation, % at 10 µM; hits with a dose series show EC50 in µM; 280,000 compounds, 0.02% hits; in the data active means activation above about 50%, passing the limit was not always enough; further: a part of the inactive calls stands beside numbers as strong as those of hits
HEK293 NOD2/NF-kB: inhibition of NOD2-driven NF-kB reporter – cell-based, luminescence, uHTS, HEK293 (AID 1566) | HEK293 NOD2/NF-kB luciferase reporter, luminescence; higher % means a stronger effect | inhibition, % at 4 µM; hits with a dose series show EC50 in µM | 290,000 compounds, 0.63% hits; further: many of its hits are not listed in these tables
T cell modulator: T cell immune modulation candidate | 2C CD8+ T cell-vesicle binding, flow cytometry; stronger effect = lower value | calls only at 7 µM | 330,000 compounds, 0.068% hits | AID 2052;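 active means response, share of CD8 T cells binding vesicles, and their 90th percentile fluorescence all below set limits, cut at about 80% in these data, passing the limit was not always enough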
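Assay system: 2C TCR transgenic mouse naive CD8+ T cells, MACS-purified | Read-out: CD8+ gate FL2 mean fluorescence as % of same-row positive control | Signal: High-throughput flow cytometry with anti-B7-1 and anti-CD8 staining | Timing: Binding step 1.5 h, 37 °C, antibody labelling 20 min, ice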
GPR55 LPI antagonism: GPR55 antagonists blocking LPI-driven arrestin recruitment, primary screen, imaging, U2OS, beta-arrestin-GFP, LPI agonist (AID 2013). U2OS GPR55 beta-arrestin-GFP translocation imaging, LPI antagonism; higher % means a stronger effect. one-dose inhibition, % at 10 µM; IC50 in µM for titrated hits. 290,000 compounds, 0.13% hits;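 active means spots per cell inhibited over 60%, with over 100 cells counted and total cytoplasm intensity under 500,000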;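 further: U2OS cells stably carrying GPR55 and arrestin-GFP stimulated by 5 µM LPI near EC80; imaged beta-arrestin-GFP aggregate spots per cell after agonist stimulation; plate controls were LPI-stimulated DMSO wells for no effect and DMSO wells without LPI for full effect; some results filed as inactive read as strong as hits; confirmed hits need IC50 under 10 µM and bright autofluorescent wells are also inconclusive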
KOR beta-arrestin-2: KOR antagonists, beta-arrestin recruitment, cell-based, luminescence, uHTS (AID 1778). KOR beta-arrestin recruitment, luminescence, antagonist mode; higher % means a stronger effect. one-dose inhibition, % at 10 µM; IC50 in µM for titrated hits. 290,000 compounds, 0.091% hits; further: strong numbers were not always called active
NTR1 ag: agonists of NTR1, primary screen, imaging, U2OS cells, beta-arrestin-GFP, high content (AID 493036); P30989; NTR1-U2OS beta-arrestin-GFP spot imaging, agonist mode; activation, % at 20 µM; 330,000 compounds, 0.17% hits;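 active means activation at or above 40% of the spot to cytoplasm intensity ratio, with at least 20 cells analyzed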;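 further: 0% = DMSO without peptide and 100% = 100 nM NTR1 peptide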
Target sequence (P30989 whole entry, looked up): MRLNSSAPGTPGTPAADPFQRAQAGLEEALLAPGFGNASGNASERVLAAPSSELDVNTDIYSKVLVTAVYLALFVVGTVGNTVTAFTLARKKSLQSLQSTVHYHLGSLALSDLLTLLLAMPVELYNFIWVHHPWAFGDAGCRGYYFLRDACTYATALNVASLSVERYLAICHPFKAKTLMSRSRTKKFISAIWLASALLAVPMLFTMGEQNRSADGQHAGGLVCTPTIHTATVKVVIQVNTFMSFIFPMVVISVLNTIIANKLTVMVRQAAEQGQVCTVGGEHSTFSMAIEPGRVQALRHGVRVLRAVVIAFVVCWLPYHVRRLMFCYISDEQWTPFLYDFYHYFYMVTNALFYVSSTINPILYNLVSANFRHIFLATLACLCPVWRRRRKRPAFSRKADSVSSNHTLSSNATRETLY
Myeloid diff MLP: compounds promoting myeloid differentiation | calls only at 10 µM | 360,000 compounds, 1% hits | ER-HoxA9 myeloid progenitors, lysozyme-GFP differentiation, flow cytometry;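 active means normalized GFP-positive differentiation at or above the plate's own cutoff, the solvent-only control mean plus 3 SD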;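 further: cells exposed to compound for four days before flow analysis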
NOD1 NF-kB reporter: NOD1 signaling inhibitors, primary screen, cell-based, luminescence, uHTS (AID 1578) | inhibition, % at 4 µM, or EC50 in µM where a hit was titrated | NOD1-driven NF-kB luciferase reporter cells, luminescence; higher % means a stronger effect | 290,000 compounds, 1% hits; in the data active means inhibition mostly above about 36%, no sharp cut-off; inactive means mostly below about 34%;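 further: HEK-293T reporter cells stimulated with the NOD1 agonist gamma-tri-DAP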
T cell modulator vesicle-bound %: second read-out of T cell modulator, no call of its own (marks repeat the call); double positive events, %; measured here: CD8+ vesicle-bound cell fraction;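 binding gate set so that unloaded-vesicle control wells show 10% double positive cells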
NTR1 ag cell count 20 µM: recorded beside NTR1 ag, whose call it bears; cell count; measured here: cell count, cytotoxicity flag
Myeloid diff MLP GFP+ MAC1+ %: recorded beside Myeloid diff MLP, whose call it bears; GFP+ MAC1+ double positive, %; measured here: differentiation confirmed by MAC1 staining
An asterisk follows results filed as active; i = inactive; . = not tested or not shown; + = active, no number; [ ] = dose if it differs, or a comment. Unless noted, no stated cut-off is given here; in the data, active means inhibition above about 50%; inactive means the rest. This is a subset, so the mix of outcomes need not match the whole.

Results follow in this order: GPR55 beta-arrestin	KOR beta-arrestin-1	HEK293 NOD2/NF-kB	T cell modulator	T cell modulator vesicle-bound %	GPR55 LPI antagonism	KOR beta-arrestin-2	NTR1 ag	NTR1 ag cell count 20 µM	Myeloid diff MLP	Myeloid diff MLP GFP+ MAC1+ %	NOD1 NF-kB reporter
- CCn1c(SCC(=O)Nc2nc(C)cs2)nnc1C(NC(=O)c1ccccc1Cl)C(C)C (stereo unspecified)
    -0.4%	-3.8%	0%	i	36	14%	12%	-1.0	36	i	1.2	-25%
- O=C(Nc1ccon1)c1ccc(N2CCCCC2)c([N+](=O)[O-])c1
    -0.3%	1.5%	-87%	i	56	-6%	-4%	0.3	97	i	0.1	-79%
- CN=C(Nc1ccc(Br)cc1)SC1CC(=O)N(c2ccc(OC)cc2)C1=O (stereo unspecified)
    -0.1%	.	22%	i	60	6%	-4%[20 µM]	4.3	75	i	0.1	7%
- COc1ccc(S(N)(=O)=O)cc1C(=O)OCCCOC(=O)c1cc(S(N)(=O)=O)ccc1OC
    0.0%	3.9%	1%	i	67	1%	-16%	1.0	53	i	4.7	-1%
- COc1cc(CNCCCCO)ccc1OCc1ccccc1F
    0.3%	-2.3%	-57%	i	46	-10%	9%	-0.1	44	i	0.3	-46%
- Cc1cccc(NC(=O)c2ccc(S(=O)(=O)NCc3cccnc3)cc2)c1
    -0.1%	2.8%	34%	i	39	2%	1%	-0.3	50	i	0.4	-5%
- CCOc1ccc(/C=N/NC(=O)C(=O)N2CCCCCC2)c2ccccc12
    0.0%	-3.6%	-2%	.	.	-18%	-27%	7.0	65	i	1.6	12%
- Cc1cc(S(=O)(=O)N2CCOCC2)ccc1OCC(=O)Nc1cccc(C(F)(F)F)c1
    -0.2%	-1.6%	13%	i	21	6%	-1%	1.6	44	i	0.3	-19%
- Cc1c(NC(=O)c2cc3nc(-c4ccc(Cl)cc4)cc(C(F)(F)F)n3n2)c(=O)n(-c2ccccc2)n1C
    0.0%	-6.3%	-4%	i	5	4%	13%	-5.1	79	i	1.2	15%
- CC(=O)c1c(C)oc2ccc(NS(=O)(=O)c3ccc(C)cc3)cc12
    -0.1%	5.6%	39%	i	46	0%	-39%	1.9	43	i	0.1	28%
- Cc1nc(NC(=O)c2cc3ccccc3o2)sc1C
    -0.2%	0.5%	-178%	i	13	7%	-47%	-0.7	61	i	0.7	-70%
- CC1(C)CC2(CCO1)N1CC3(C)CN2CC(C)(C1)C3O (stereo unspecified)
    -0.1%	0.8%	10%	i	39	9%	20%	-1.2	53	i	1.8	-11%
- CN(C)C(=O)CN1C(=O)C2CCCCN2C(=O)c2ccccc21 (stereo unspecified)
    0.3%	-6.6%	-3%	i	54	12%	12%	-1.4	35	i	1.1	1%
- COc1ccccc1NC(=O)N1CCN(c2ccccn2)CC1
    0.2%	-2.4%	3%	i	28	6%	-10%	-2.5	55	i	3.5	2%
- CCc1ccc(-c2ccc(SCC(=O)NCC3CCCO3)nn2)cc1 (stereo unspecified)
    0.2%	-0.6%	-46%	i	30	0%	2%	0.5	52	i	0.4	-46%
- COc1ccc(N(C(=O)c2ccco2)S(=O)(=O)c2ccc(F)cc2)cc1
    -0.4%	-0.5%	15%	i	51	10%	21%	12	96	i	0.7	7%
- CCCCN(C)CCCNC(=O)c1cc(Nc2ccc(OC)c(OC)c2)nc2ccccc12
    0.0%	-7.2%	21%	i	62	-1%	-1%	-0.7	64	i	0.9	-7%
- CC(=O)CSc1nc2c(c(=O)[nH]c(=O)n2C)n1Cc1ccccc1Cl
    -0.4%	0.9%	4%	i	44	12%	-35%[20 µM]	-0.6	57	i	0.3	-24%
- COc1ccc(N(C)C(=O)C2CCN(S(=O)(=O)c3cccc4nsnc34)CC2)cc1
    -0.2%	12%	33%	i	28	-2%	8%	-2.4	67	i	1.1	-7%
- O=C(NCc1cccnc1)NC1(C(F)(F)F)Oc2ccccc2O1
    -0.1%	1.8%	5%	i	46	14%	21%	2.5	74	+	9.1*	1%
- N#Cc1ccc(COC(=O)c2ccc3c(c2)OCO3)cc1
    -0.1%	-0.2%	4%	i	8	6%	20%	0.8	65	i	1.1	-22%

Full records from above. Order of values: GPR55 beta-arrestin, KOR beta-arrestin-1, HEK293 NOD2/NF-kB, T cell modulator, T cell modulator vesicle-bound %, GPR55 LPI antagonism, KOR beta-arrestin-2, NTR1 ag, NTR1 ag cell count 20 µM, Myeloid diff MLP, Myeloid diff MLP GFP+ MAC1+ %, NOD1 NF-kB reporter
`CCOc1ccc(/C=N/NC(=O)C(=O)N2CCCCCC2)c2ccccc12` in the list: 0.0%, -3.6%, -2%, ., ., -18%, -27%, 7.0, 65, i, 1.6, 12%
`CC1(C)CC2(CCO1)N1CC3(C)CN2CC(C)(C1)C3O` (stereo unspecified) in the list: -0.1%, 0.8%, 10%, i, 39, 9%, 20%, -1.2, 53, i, 1.8, -11%
`O=C(NCc1cccnc1)NC1(C(F)(F)F)Oc2ccccc2O1` in the list: -0.1%, 1.8%, 5%, i, 46, 14%, 21%, 2.5, 74, +, 9.1*, 1%
`CCCCN(C)CCCNC(=O)c1cc(Nc2ccc(OC)c(OC)c2)nc2ccccc12` in the list: 0.0%, -7.2%, 21%, i, 62, -1%, -1%, -0.7, 64, i, 0.9, -7%
`Cc1cccc(NC(=O)c2ccc(S(=O)(=O)NCc3cccnc3)cc2)c1` in the list: -0.1%, 2.8%, 34%, i, 39, 2%, 1%, -0.3, 50, i, 0.4, -5%

A stretch from the list above, as a working copy:
Results follow in this order: GPR55 beta-arrestin	KOR beta-arrestin-1	HEK293 NOD2/NF-kB	T cell modulator	T cell modulator vesicle-bound %	GPR55 LPI antagonism	KOR beta-arrestin-2	NTR1 ag	NTR1 ag cell count 20 µM	Myeloid diff MLP	Myeloid diff MLP GFP+ MAC1+ %	NOD1 NF-kB reporter
- CN(C)C(=O)CN1C(=O)C2CCCCN2C(=O)c2ccccc21 (stereo unspecified)
    0.3%	-6.6%	-3%	i	54	12%	12%	-1.4	35	i	1.1	1%
- COc1ccccc1NC(=O)N1CCN(c2ccccn2)CC1
    0.2%	-2.4%	3%	i	28	6%	-10%	-2.5	55	i	3.5	2%
- CCc1ccc(-c2ccc(SCC(=O)NCC3CCCO3)nn2)cc1 (stereo unspecified)
    0.2%	-0.6%	-46%	i	30	0%	2%	0.5	52	i	0.4	-46%
